Bioassay records as filed in PubChem BioAssay.
PLK1 PBD block: inhibitors of human PLK1 polo-box domain binding. P53350. hit rate 2.8% among 360,000. AID 720504. Potency, µM, inactives show max response, negative = inhibition, usual class: inhibitors. Plk1 PBD binding of FITC phosphopeptide, fluorescence polarization; also: potency is read from the fitted curve at half-maximal effect; series mostly up to about 57 µM; % is scaled to controls: 0 for no effect and ±100 for the full control effect; nearly all actives have a fitted effect of over 65% in size
WRN helicase inh: inhibitors of human WRN helicase | Potency, µM (titrated, usually from 114 µM), inactives show top-dose activity change, negative = inhibition, actives largely listed as inhibitors | hit rate 0.46% among 360,000 | Q14191 | WRN helicase unwinding, fluorescent forked duplex, kinetic; also: potency is read from the fitted curve at half-maximal effect; % is scaled to controls: 0 for no effect and ±100 for the full control effect; nearly all actives have a fitted effect of over 55% in size
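WRN at 20 nM final was preincubated with compound for 15 min at room temperature; reaction started with 100 nM forked duplex oligonucleotide carrying fluorophore and quencher plus 2 mM ATP (final). Unwinding followed kinetically by red fluorescence (ex 525/em 598 nm).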
EPAC1 antagonist: antagonists of human EPAC1. Potency, µM (top dose mostly 115 µM), inactives show top-dose activity change, negative = inhibition, hits mostly inhibitors. O95398. EPAC1 GEF assay, Rap1b-BODIPY-GDP exchange fluorescence. AID 720709. hit rate 0.14% among 360,000;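 also: potency is read from the fitted curve at half-maximal effect; plate controls were vehicle for no effect and positive control for full effect; nearly all actives have a fitted effect of over 50% in size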
PI5P4K alpha inh: PI5P4K alpha (human) kinase inhibition; P48426; PI5P4Kalpha enzyme, ADP-Glo luminescence, 60 min; active compounds read low; max response, %; hit rate 1.2% among 330,000; AID 652105; active = max response of -50% or lower; inconclusive = between -30% and -50%; inactive = -30% or higher; also: value at the top dose of about 77 µM; % is scaled to controls: 0 for no effect and ±100 for the full control effect
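Luminescence from ADP-Glo served as readout of PI5P4Kalpha activity in a qHTS format. Reaction: enzyme, substrate, compound, ATP at 5 microM final, 60 min at RT.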
Mm-Cpn inhibitor: inhibitors of Methanococcus maripaludis chaperonin (MmCpn); Potency, µM (doses to about 76.9 µM), inactives show top-dose activity, negative = inhibition, actives largely listed as inhibitors; purified Mm-Cpn ATPase, ADP Transcreener TR-FRET; hit rate 0.031% among 330,000; also: potency is read from the fitted curve at half-maximal effect; % is scaled to controls: 0 for no effect and ±100 for the full control effect; nearly all actives have a fitted effect of over 80% in size
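TR-FRET (320 nm excitation; 590 and 665 nm emission) reports ADP made from 10 uM ATP by 25 nM enzyme; compounds were preincubated 10 min, reaction run 30 min, both at 37°C.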
CCT modulator: changes cytosolic chaperonin activity | purified chaperonin ATPase assay, HTRF ADP detection, 30 min | activity change, % (no concentration beside the values), hits read low | hit rate 0.3% among 360,000 | AID 651819; in the data active = activity change below about -30%; also: % is scaled to controls: 0 for no effect and ±100 for the full control effect
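We incubate TRiC, 40 or 20 nM final, with library compounds at 76 uM and 10 uM ATP for 30 min at 37 °C. ADP formed is detected with Transcreener HTRF reagents after 30 min at room temperature.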
EPAC1 ag: activates human EPAC1 exchange factor | O95398 | EPAC1 agonist qHTS, biochemical assay; response scale: 100% = response to 6.5 mM cAMP | Potency, µM (highest dose often 154 µM), for inactives: at the top dose activation, usual class: activators | hit rate 0.073% among 360,000 | AID 720707; also: potency is read from the fitted curve at half-maximal effect; nearly all actives have a fitted effect of over 60% in size
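Nucleotide exchange by EPAC1 (100 nM) on Rap1B–BODIPY-GDP (250 nM) in the presence of 50 uM GDP is tracked fluorescently at 480/540 nm over 30 min. Signals are normalized to a 6.5 mM cAMP control.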
EPAC2 antag: blocks human EPAC2 exchange factor. Q8WZA2. EPAC2 GEF exchange of Rap1B-BODIPY-GDP, fluorescence. Potency, µM (series often up to 114 µM), inactives show at the highest dose activity, negative = inhibition, actives largely listed as inhibitors. hit rate 0.18% among 360,000. AID 720708; also: potency is read from the fitted curve at half-maximal effect; % is scaled to controls: 0 for no effect and ±100 for the full control effect; nearly all actives have a fitted effect of over 45% in size; many of its hits are not listed in these tables
Target sequence (Q8WZA2 whole entry, looked up): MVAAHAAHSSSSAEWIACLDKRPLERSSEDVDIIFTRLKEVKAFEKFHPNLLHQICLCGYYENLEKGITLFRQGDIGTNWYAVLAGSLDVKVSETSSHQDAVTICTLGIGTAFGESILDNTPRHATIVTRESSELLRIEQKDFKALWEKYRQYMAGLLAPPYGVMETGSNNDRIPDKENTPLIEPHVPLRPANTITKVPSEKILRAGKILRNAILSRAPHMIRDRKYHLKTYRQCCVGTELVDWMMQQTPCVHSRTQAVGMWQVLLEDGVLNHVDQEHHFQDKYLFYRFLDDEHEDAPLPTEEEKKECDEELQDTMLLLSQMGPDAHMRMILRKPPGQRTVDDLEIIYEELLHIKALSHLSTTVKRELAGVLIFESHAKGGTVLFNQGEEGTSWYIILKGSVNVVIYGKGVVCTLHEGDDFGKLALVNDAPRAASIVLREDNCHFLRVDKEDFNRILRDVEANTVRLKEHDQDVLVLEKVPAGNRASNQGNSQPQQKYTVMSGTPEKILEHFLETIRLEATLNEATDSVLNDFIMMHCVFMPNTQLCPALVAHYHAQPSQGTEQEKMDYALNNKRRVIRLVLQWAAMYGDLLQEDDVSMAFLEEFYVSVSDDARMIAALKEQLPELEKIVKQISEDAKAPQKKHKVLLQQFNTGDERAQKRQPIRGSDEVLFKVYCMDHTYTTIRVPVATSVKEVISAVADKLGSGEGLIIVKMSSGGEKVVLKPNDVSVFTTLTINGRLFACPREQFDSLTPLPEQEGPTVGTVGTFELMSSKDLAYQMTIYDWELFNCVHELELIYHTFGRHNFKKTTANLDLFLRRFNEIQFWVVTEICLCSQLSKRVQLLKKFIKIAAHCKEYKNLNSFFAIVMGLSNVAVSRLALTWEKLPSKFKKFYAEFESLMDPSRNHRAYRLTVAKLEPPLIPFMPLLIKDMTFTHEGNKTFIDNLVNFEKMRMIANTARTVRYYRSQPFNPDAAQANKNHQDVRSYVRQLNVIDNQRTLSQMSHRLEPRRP
Active calls of the source: *; ? = inconclusive; . = not tested or not shown; & = joins results of further samples; [ ] = another dose, or the depositor's remark. Unless noted, calls follow the shape of the dose curve; as a rule, active = well fitted curve in the direction sought with a large enough effect; inconclusive = small, poorly fitted or top-dose-only effect, or another doubt; inactive = no such curve, though single readings can be large; an effect the other way counts as inactive or inconclusive.

1. N#C/C(=N\Nc1ccc(S(=O)(=O)N2CCCCC2)cc1)C(N)=S
2. Cc1nc2ccc(C(=O)N/N=C/c3ccc(O)cc3)cc2[nH]1
3. COc1ccc(-c2nc(C=O)cs2)cc1
4. CC(C)Oc1ccc(CCNC(=O)CC2C(=O)NCCN2C)cc1 (centres undefined)
5. Cc1ccc(C(=O)N/C(=C/c2cccnc2)C(=O)O)cc1
Screen / compound no.,1,2,3,4,5
PLK1 PBD block,?,-7%,-4%,3%,3%
WRN helicase inh,-22%,-22%,-3%,-4%,-4%
EPAC1 antagonist,?,-26%,-13%,-14%,-4%
PI5P4K alpha inh,?,?,0,0,10
Mm-Cpn inhibitor,1%,1%,1%,2%,-4%
CCT modulator,-0.1,1.4,0.0,-1.5,-0.7
EPAC1 ag,3%,3%,0%,-6%,7%
EPAC2 antag,-9%,8%,5%,0%,1%

The final two entries of the section before come first, to join the parts:
4. CC(C)Oc1ccc(CCNC(=O)CC2C(=O)NCCN2C)cc1 (centres undefined)
5. Cc1ccc(C(=O)N/C(=C/c2cccnc2)C(=O)O)cc1
6. O=C(/C=C\c1ccccc1)Oc1cccc2cccnc12
7. Cc1ccc(NC(=S)NCCc2c[nH]c3ccccc23)c(C)c1
8. COc1ccc(CCNC(=O)CSc2nc3cc(Cl)ccc3o2)cc1OC
9. C1CCN(CCCNC2C3CC4CC(C3)CC2C4)C1 (centres undefined)
10. O=C(O)C1=C[C@@H](c2coc3ccccc3c2=O)C[C@@H](OCCCCO)O1
Screen / compound no.,4,5,6,7,8,9,10
PLK1 PBD block,3%,3%,-9%,3%,-2%,-1%,-5%
WRN helicase inh,-4%,-4%,-8%,-4%,0%,10%,-5%
EPAC1 antagonist,-14%,-4%,-22%,-10%,9%,-6%,?
PI5P4K alpha inh,0,10,-13,4,2,-4,1
Mm-Cpn inhibitor,2%,-4%,5%,1%,0%,-2%,.
CCT modulator,-1.5,-0.7,-3.2,1.4,-1.5,-1.7,1.3
EPAC1 ag,-6%,7%,4%,12%,-6%,6%,1%
EPAC2 antag,0%,1%,-21%,-15%,14%[57.1 µM],22%,1%

11. CCCNC(=O)C1(C)CCCN(Cc2c(F)cccc2F)C1 (centres undefined)
12. CN(C)CCn1c(COc2ccccc2)nc2ccccc21
13. COc1ccccc1NC(=O)c1ccc2nc(C)c(C)nc2c1
14. O=C(CCC(=O)OCC(=O)c1ccc(Br)cc1)NC1CCCCC1
15. Cc1ccccc1NC(=O)c1ccccn1
Screen / compound no.,11,12,13,14,15
PLK1 PBD block,-14%,-4%,-8%,-8%,-5%
WRN helicase inh,-3%,1%,9%,1%,-4%
EPAC1 antagonist,-1%,-2%,5%,-1%,2%
PI5P4K alpha inh,1,0,3,1,-3
Mm-Cpn inhibitor,.,.,0%,-1%,-1%
CCT modulator,-2.4,0.2,-3.3,1.9,0.6
EPAC1 ag,7%,6%,2%,-11%,3%
EPAC2 antag,-6%,-9%,4%,11%,4%

Whole records from above. Values in the order: PLK1 PBD block, WRN helicase inh, EPAC1 antagonist, PI5P4K alpha inh, Mm-Cpn inhibitor, CCT modulator, EPAC1 ag, EPAC2 antag
Entry for Cc1ccc(NC(=S)NCCc2c[nH]c3ccccc23)c(C)c1 = 3%, -4%, -10%, 4, 1%, 1.4, 12%, -15%
Entry for C1CCN(CCCNC2C3CC4CC(C3)CC2C4)C1 (centres undefined) = -1%, 10%, -6%, -4, -2%, -1.7, 6%, 22%
Entry for COc1ccc(-c2nc(C=O)cs2)cc1 = -4%, -3%, -13%, 0, 1%, 0.0, 0%, 5%
Entry for Cc1nc2ccc(C(=O)N/N=C/c3ccc(O)cc3)cc2[nH]1 = -7%, -22%, -26%, ?, 1%, 1.4, 3%, 8%
Entry for COc1ccc(CCNC(=O)CSc2nc3cc(Cl)ccc3o2)cc1OC = -2%, 0%, 9%, 2, 0%, -1.5, -6%, 14%[57.1 µM]

New compounds follow:
16. CCOc1ccc(CN2CCC(n3nccc3NC(=O)c3ccccc3OC)CC2)cc1
17. CNC(=O)C1(CC(C)C)C=CCN1C(C)=O (centres undefined)
18. COc1ccc(C2CC3(CC(C)(C)NC(=S)N3)Oc3cc(O)cc(C)c32)cc1 (centres undefined)
19. CCOc1cc(C(C#N)N2CCCCC2)ccc1OC (centres undefined)
20. CC(=O)Nc1ccccc1N(C)S(=O)(=O)c1ccc(C)cc1
Screen / compound no.,16,17,18,19,20
PLK1 PBD block,-7%,-3%,-6%,-6%,2%
WRN helicase inh,0%,-6%,6%,2%,6%
EPAC1 antagonist,-12%,-3%,-16%,3%,6%
PI5P4K alpha inh,3,1,-7,-2,0
Mm-Cpn inhibitor,0%,0%,2%,1%,0%
CCT modulator,-11,-2.0,-2.1,0.6,2.5
EPAC1 ag,-6%,9%,-4%,-2%,2%
EPAC2 antag,-10%,3%,1%,7%,14%

21. CN(N=Nc1ccccc1C(=O)O)C1CCCCC1
22. COc1cc(O)c(C(CCN2CCCCC2)c2ccc3c(c2)OCO3)c(OC)c1 (centres undefined)
23. Cc1ccccc1-n1cnc2cc(NCc3cccs3)ccc21
24. C=CCC[C@H](Cc1ccc(F)cc1)C(=O)OC[C@@H](NC(=O)[C@@H](CC=C)CC(=O)N[C@H](CO)Cc1ccccc1)C(C)(C)C
25. COC(=O)c1ccc(CO/N=C/c2ccc(OC)cc2OC)cc1
Screen / compound no.,21,22,23,24,25
PLK1 PBD block,-17%,-5%,-3%,-3%,-7%
WRN helicase inh,1%,-17%,-9%,-6%,-6%
EPAC1 antagonist,-6%,-8%,1%,-23%,2%
PI5P4K alpha inh,3,9,.,-4,33
Mm-Cpn inhibitor,.,0%,0%,-3%,-1%
CCT modulator,0.2,-0.3,-5.0,0.5,0.1
EPAC1 ag,-1%,-9%,14%,-26%,11%
EPAC2 antag,3%,5%,-5%,-6%,2%

Taken from above:
CCT modulator with no. 25 is entered as 0.1
EPAC1 ag with no. 22 is entered as -9%

Remaining list, next part
26. O=C(c1cc2nc(-c3cccs3)cc(C(F)(F)Cl)n2n1)N1CCCc2ccccc21
27. c1cnc2ccc(-c3ccc4ncccc4c3)cc2c1
28. COc1ccc(C(=O)Nn2c(SCC(=O)N3CCC(C)CC3)nc3ccccc3c2=O)cc1
29. Cc1nc2ccccc2c(=O)n1N
30. COc1cccc(C(=O)NCC(=O)NCc2cc(=O)n(C)c(=O)n2C)c1
Screen / compound no.,26,27,28,29,30
PLK1 PBD block,-4%,-4%,-5%,-3%,-2%
WRN helicase inh,-26%,4%,-30%,9%,-3%
EPAC1 antagonist,17%,3%,-22%,6%,1%
PI5P4K alpha inh,.,-2,.,-5,1
Mm-Cpn inhibitor,4%,-1%,2%,-2%,0%
CCT modulator,4.3,2.4,-1.0,-1.5,-2.0
EPAC1 ag,3%,6%,8%,-3%,-1%
EPAC2 antag,8%,-20%,-1%,5%,9%

31. CC(=O)Oc1ccccc1/C=C/c1ccc2ccccc2[n+]1C
32. CCN(CC)c1ccc(S(=O)(=O)N2CCOCC2)cc1NC(=O)CNCc1cccc(Cl)c1
33. CCCc1nc2ccccc2c(=O)n1NC(=O)c1c(O)c2ccccc2n(C)c1=O
34. CC(CNC(=O)CN1C(=O)CCSc2ccccc21)c1ccccc1 (centres undefined)
35. COc1cc(OC)cc(-n2nnnc2SCC(=O)NCc2cccs2)c1
Screen / compound no.,31,32,33,34,35
PLK1 PBD block,-15%,-3%,-4%,-10%,-26%
WRN helicase inh,-8%,-7%,-2%,3%,-18%
EPAC1 antagonist,5%,-1%,-8%,6%,-19%
PI5P4K alpha inh,1,9,1,0,-5
Mm-Cpn inhibitor,0%,.,5%,2%,1%
CCT modulator,-1.4,-11,0.1,-0.9,-1.0
EPAC1 ag,-1%,10%,2%,7%,15%
EPAC2 antag,13%,-1%,-1%,-4%,-9%

36. CN(c1cccc(NC(=O)Nc2ccc(Cl)cc2)c1)S(C)(=O)=O
37. COc1ccc(CN(C)CC2CCCN(CCc3ccc(F)cc3)C2)c(OC)c1OC (centres undefined)
38. C=CCN=C1N[C@@H](c2ccccc2)C(C(=O)OC)=C(C)N1CCOC
39. Cc1ccccc1NC(=O)COC(=O)c1cc[n+]([O-])cc1
40. CCC1=C(OC(=O)N(CC)CC)N2C(=O)OC(=NCC3CC3)[C@]2(C)[C@H]2C1=CC[C@H]1C(=O)N(CC(=O)OC)C(=O)[C@H]12
Screen / compound no.,36,37,38,39,40
PLK1 PBD block,2%,-18%,-2%,3%,0%
WRN helicase inh,-4%,-1%,-4%,-16%,-1%
EPAC1 antagonist,-7%,11%,-1%,1%,-7%
PI5P4K alpha inh,.,8,-3,0,0
Mm-Cpn inhibitor,1%,2%,0%&-2%,4%,0%
CCT modulator,0.0,-3.0,0.1,-1.3,-0.5
EPAC1 ag,1%,0%,-17%,-9%,3%
EPAC2 antag,-3%,-1%,-10%,-3%,10%

41. O=C(COC(=O)c1ccc(S(=O)(=O)N2CCCC2)cc1)NCc1ccc(F)cc1
42. O=C(COC(=O)/C=C/c1ccccc1[N+](=O)[O-])NCc1ccco1
43. CCn1c(=S)[nH]c2cc(S(=O)(=O)N3CCCCC3)ccc21
44. COc1ccccc1/C=C/C=N\N1CCN(Cc2ccccc2Cl)CC1
45. Cc1ccsc1-c1cc(C(=O)O)c2c(ccc3ccccc32)n1
Screen / compound no.,41,42,43,44,45
PLK1 PBD block,3%,-2%,27µM*,1%,-18%
WRN helicase inh,1%,0%,-7%,2%,-24%
EPAC1 antagonist,-6%,-8%,-12%,4%,0%
PI5P4K alpha inh,3,0,.,-2,1
Mm-Cpn inhibitor,1%,3%,-2%,1%,-6%
CCT modulator,0.4,-3.0,0.5,0.3,-2.9
EPAC1 ag,-3%,2%,10%,14%,-2%
EPAC2 antag,2%,1%,-6%,-1%,8%

46. CCOC(=O)C1=C(Nc2ccc(OC)cc2)C(N)=NC1=N
47. COCCN(C(=O)COC(=O)Cc1coc2cc(C)ccc12)c1c(N)n(Cc2ccccc2)c(=O)[nH]c1=O
48. COc1ccc(CNCCCNCc2ccc(OC)c(OC)c2)cc1OC
49. CCCN1CCN(C(=O)c2oc3ccccc3c2NC(=O)C2CC2)CC1
50. Cc1ccc(C(=O)NCCc2ccccn2)cc1S(=O)(=O)N1CCOCC1
51. c1ccc(-c2nc3ccccc3nc2-c2ccccn2)nc1
Screen / compound no.,46,47,48,49,50,51
PLK1 PBD block,-4%,-10%,-6%,-9%,0%,-2%
WRN helicase inh,-8%,?,1%,-2%,-9%,-15%
EPAC1 antagonist,2%,-4%,-1%,10%,-19%,1%
PI5P4K alpha inh,-11,?,3,3,-26,.
Mm-Cpn inhibitor,.,1%,.,0%,0%,0%
CCT modulator,-0.6,-2.2,-1.9,0.1,-0.5,0.2
EPAC1 ag,2%,3%,1%,-14%,5%,3%
EPAC2 antag,7%,-7%,3%,4%,4%,-4%

Only part of the results is shown. The share of hits here may be higher or lower than overall.
